# High-throughput results (PubChem BioAssay)
# CBFb-RUNX1 inh: inhibitors of human CBF-beta and RUNX1 interaction; Q01196+Q13951; AlphaScreen CBFb-His/RUNX1-biotin binding, biochemical; Potency, µM (doses to about 59.8 µM), for inactives: at the highest dose activity, negative = inhibition, most hits filed as inhibitors; 230,000 tested, under 10 active; AID 1477; note: % of control where 0% means no effect
# Target sequence (Q01196 whole entry, looked up): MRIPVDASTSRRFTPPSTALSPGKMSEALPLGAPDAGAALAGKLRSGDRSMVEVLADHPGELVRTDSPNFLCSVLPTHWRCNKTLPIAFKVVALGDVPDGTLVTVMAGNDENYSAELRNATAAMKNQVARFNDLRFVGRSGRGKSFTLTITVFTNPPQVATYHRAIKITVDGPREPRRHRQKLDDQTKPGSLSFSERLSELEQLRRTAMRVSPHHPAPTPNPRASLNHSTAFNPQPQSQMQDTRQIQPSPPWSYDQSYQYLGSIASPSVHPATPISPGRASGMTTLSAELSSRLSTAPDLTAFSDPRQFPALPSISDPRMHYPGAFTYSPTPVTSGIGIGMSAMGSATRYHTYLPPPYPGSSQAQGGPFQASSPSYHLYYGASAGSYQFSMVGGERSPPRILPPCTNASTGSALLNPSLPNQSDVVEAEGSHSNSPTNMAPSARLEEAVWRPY
# Target sequence (Q13951 whole entry, looked up): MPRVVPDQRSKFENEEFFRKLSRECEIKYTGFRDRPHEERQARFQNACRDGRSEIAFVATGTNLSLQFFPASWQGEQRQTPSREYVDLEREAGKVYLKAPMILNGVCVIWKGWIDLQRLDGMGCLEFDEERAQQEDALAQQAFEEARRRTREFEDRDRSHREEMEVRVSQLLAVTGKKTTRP
#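 Proteins preincubated together for 20 min at RT before compound addition; 15 min later, nickel and streptavidin beads were added and left 90 min prior to AlphaScreen measurement.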
# Lamin A splicing: changes lamin A minigene splicing in HeLa cells; HeLa LMNA splicing GFP/RFP minigene ratio, 48 h; Potency, µM (titrated, usually from 46.1 µM), inactives show top-dose ratio change, negative = inhibition, hits mostly inhibitors; actives 0.01% (n = 200,000); active = well fitted inhibition curve with a large enough effect in the signal ratio, with a control signal flat, not every such curve was filed as active; inconclusive = small, poorly fitted or top-dose-only effect, or effect the other way, or a change in a side signal; the % refers to the signal ratio; note: potency is the fitted concentration of half-maximal effect; % is set by controls: 0 for no effect and ±100 for the full control effect
#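 S3 HeLa cells stably expressing lamin A-EGFP splicing minigene plus DsRed2, 600 cells/well, 48 h compound exposure at 37C. Laser-scanning cytometry; analysed as GFP (500-530 nm)/RFP (575-640 nm) total intensity ratio; 0.5% DMSO vehicle.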
# HTT cytoprotect: Huntington cell model cytoprotection by ATP luminescence | PC12 HTT-Q103 induced, cytoprotection, ATP luminescence, 40 h | actives 0.14% (n = 230,000) | Potency, µM (series often up to 56.4 µM), for inactives: cytoprotection (ATP increase), most hits filed as activators;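 note: potency is the fitted concentration of half-maximal effect; % of control where 0% means no effect; nearly all actives have a fitted effect of over 45% in size; toxic huntingtin expression switched on by the ecdysone agonist tebufenozide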
#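 Quantitative HTS on tebufenozide-induced (100 nM) PC12 cells expressing HTTQ103 exon 1–GFP; compounds tested as a concentration series; survival measured via cellular ATP.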
# Luc counter: blocks Kinase-Glo luciferase, a counter-screen artifact; Potency, µM (doses to about 38.3 µM), without a hit: at the top dose activity change, negative = inhibition, usual class: inhibitors; Q27757; Kinase-Glo luciferase, ATP luminescence, 8 min; actives 0.28% (n = 200,000); note: potency is the fitted concentration of half-maximal effect; % is set by controls: 0 for no effect and ±100 for the full control effect; nearly all actives have a fitted effect of over 60% in size
#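 Substrate mix (final 50 mM imidazole pH 7.2, 50 mM KCl, 7 mM MgCl2, 10 uM ATP, 0.01% Tween 20, 0.05% BSA) plus pin-tool compound, then Kinase-Glo detection mix; 8 min ambient, luminescence read.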
# SMN2 splice up: SMN2 splice variant enhancement. HEK293 SMN2-luciferase splicing reporter, luminescence, 30-36 h. Potency, µM (titrated, usually from 46.1 µM), for inactives: at the top dose activity change, positive = activation, most hits filed as activators. actives 2.8% (n = 210,000); note: potency is the fitted concentration of half-maximal effect; % of control where 0% means no effect; nearly all actives have a fitted effect of over 55% in size
#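 qHTS luciferase splicing reporter: luminescence rises when SMN2 exon 7 is included in transfected HEK293 cells. Compound exposure lasted 30-36 h at 37C, with 4.5 mM final sodium butyrate as control, followed by a ONE-Glo read.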
# IMPase Li inh: cell-permeable IMPase inhibitors with lithium potentiation | CHO-M1 cells, IP1 TR-FRET (IP-One), carbachol + lithium | Potency, µM (doses to about 59.4 µM), inactives show at the top dose activity, negative = IMPase inhibition, usual class: inhibitors | actives 0.35% (n = 210,000) | AID 1457;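 note: IP1 builds up when IMPase is blocked and the TR-FRET signal falls; potency is the fitted concentration of half-maximal effect; plate controls were basal vehicle for no effect and high inhibitor control for full effect; nearly all actives have a fitted effect of over 50% in size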
#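 CHO-M1, 2000 cells/well, 16–30 h culture; cpd + low Li+, 30 min 37C; lysis with d2-IP1/Eu-anti-IP1 Ab, 10 min RT; TR-FRET 665/620 ratio and 620 channel; AC50 via Hill.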
# HTT aggregate: inhibitors of mutant huntingtin aggregate formation in PC12 cells; AID 1688; PC12 HttQ103-GFP aggregates, Acumen cytometry, 40 h; Potency, µM (doses to about 46.1 µM), for inactives: top-dose activity change, negative = inhibition, hits mostly inhibitors; actives 1.1% (n = 220,000); note: potency is the fitted concentration of half-maximal effect; % is set by controls: 0 for no effect and ±100 for the full control effect; nearly all actives have a fitted effect of over 60% in size
#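 PC12 cells stably carrying ecdysone-inducible HTT exon 1 Q103–GFP were induced with tebufenozide (100 nM final) and treated with library compounds in titration. GFP aggregates in lysates were counted by laser scanning cytometry.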
# * hit, by the source's call; ? = inconclusive; / = not tested or not shown; & = joins results of further samples; [ ] = remark or other dose. Unless noted, calls come from the whole dose curve; as a rule, active = well fitted curve in the direction sought with a large enough effect; inconclusive = small, poorly fitted or top-dose-only effect, or another doubt; inactive = no such curve, though single readings can be large; an effect the other way counts as inactive or inconclusive.
compound | HTT aggregate | CBFb-RUNX1 inh | IMPase Li inh | HTT cytoprotect | Lamin A splicing | SMN2 splice up | Luc counter
O=C(NCc1cccs1)c1cnc2ccccn2c1=O | 6.8% | 3.7% | / | -13.5% | ? | / | 1.7%
CC(C)C[C@H](NC(=O)c1[nH]cnc1C(=O)N[C@H](C)c1ccccc1)C(=O)OC(C)(C)C | 5.3%[9.22 µM] | 11.5% | 4.4% | 2.3%[10 µM] | / | / | /
CCOC(=O)c1sc(NN=C(C(=O)OC)C(=O)OC)c(C(=O)OCC)c1C | 5.0% | 0.3% | 11.2% | -4.1%[10 µM] | -6.4% | -22.6% | -10.4%
COc1ccc(NC(=O)Cn2nc(C)c([N+](=O)[O-])c2C)cn1 | 0.8% | 2.3% | -7.5% | -3.8% | / | 7.5% | -0.3%
CCN1CCCC1CNCc1cccc(OC)c1OCc1ccccc1 (stereo not given) | 11.5% | 5.5% | 11.5% | 32.0%[10 µM] | -3.3% | -13.4% | -2.5%
CCCCCC1CC(CC(=O)O)C(=O)O1 (stereo not given) | -2.8% | 4.7% | 23.5%[38.3 µM] | 4.8% | 9.0% | 8.1% | -2.3%
COc1ccc(CCNC(=O)/C(C#N)=C/c2ccc(OCC(=O)NCC3CCCO3)cc2)cc1OC (stereo not given) | -15.8%[9.22 µM] | 9.9% | -6.7% | -0.9%[10 µM] | 13.8%[46 µM] | / | -1.1%
NC(=O)C1(N2CCCCC2)CCN(C(=O)CCCn2c(=O)[nH]c3ccsc3c2=O)CC1 | 8.4% | 0.0% | -4.4%[38.3 µM] | 2.7% | -5.0% | -2.2% | -2.4%
CC(C)NC(=S)Nc1c(N)[nH]c(=O)[nH]c1=O | -15.0%[9.22 µM] | -1.5% | / | -8.7%[10 µM] | / | / | /
CCCCC(=O)NC1(C(F)(F)F)C(=O)Nc2c1c(=O)n(C)c(=O)n2C (stereo not given) | -6.6% | 0.6% | 24.5%[38.3 µM] | 1.5%[0.074 µM] | 10.5% | ? | -2.7%
Cc1ccc(NC(=O)c2oc3ccc(S(=O)(=O)N4CCC5(CC4)OCCO5)cc3c2C)cc1C | ? | 5.5% | -8.3% | / | 9.1%[46 µM] | -42.1% | -0.2%
CC(=O)c1ccc(N2CCN(C(=O)C3CCN(S(=O)(=O)Cc4ccccc4)CC3)CC2)cc1 | 21.3% | 0.0% | / | -8.8% | ? | / | /
Cc1ccc(NC(=O)C2CC(=O)N/C(=N/N=C/c3ccco3)S2)cc1C (stereo not given) | -4.8% | -6.5% | -0.5% | 19.4%[10 µM] | 0.7% | 13.6% | 2.1%
CCN(CC)S(=O)(=O)c1ccc(NS(=O)(=O)CC23CCC(CC2=O)C3(C)C)cc1 (stereo not given) | -2.5% | -0.7% | 6.1% | -3.9%[10 µM] | ? | -7.1%[1.84 µM] | -0.6%
CCOC(=O)C(Sc1ncnc2c1sc1nc(N3CCOCC3)c3c(c12)CCCC3)c1ccccc1 (stereo not given) | 9.9% | 3.5% | -13.0%[38.3 µM] | -12.6% | -5.9% | -14.4% | -1.1%
COc1ccc(C(=O)Nc2nc(C)cc(C)n2)cc1[N+](=O)[O-] | 4.2% | 1.2% | -2.2% | 19.7%[10 µM] | -2.2% | 8.1% | -1.3%
CSc1nnc2c3c4c(sc3nc(-n3nc(C)cc3C)n12)COC(C)(C)C4 | 23.7% | 1.4% | / | -5.5% | -6.0% | / | /
CC(C)NC(=O)CSCc1c(Cl)cccc1Cl | -14.9% | 0.9% | 41.4%[activator][38.3 µM] | -15.9% | 21.5% | 8.2% | -2.7%
COc1cccc(OC)c1C(=O)NC(=S)Nc1cc(-c2nc3ccccc3[nH]2)ccc1Cl | -5.8% | -4.7% | 4.1% | -38.2%[10 µM] | -16.4% | 1.8% | -1.9%
CC(C)c1nnc(NC(=O)CSc2nnc(-c3ccco3)o2)s1 | -4.5%[9.22 µM] | -9.4% | 9.6% | -5.5%[10 µM] | 1.3%[46 µM] | 4.6% | -1.2%
COc1ccc(C(=O)CN2CCN(c3ccc(F)cc3)CC2)cc1OC | 10.3% | 1.3% | 3.6%[38.3 µM] | 4.0% | 3.5% | -21.0% | 1.9%
Cc1cccc(NC2SC(=O)N(CC(=O)O)C2=O)c1 (stereo not given) | 10.7% | 0.1% | -5.4% | 8.5%[10 µM] | -12.0% | -5.1% | 1.5%
S=C(Nc1ccccc1)N(CCN1CCOCC1)Cc1cccc(Cl)c1 | -28.4% | -0.7% | 5.1% | 9.5%[10 µM] | / | -4.1% | -0.5%
C=CCn1c(SCC(=O)Nc2ccccc2CC)nnc1-c1ccncc1 | -6.6% | 8.6% | -3.5%[38.3 µM] | 26.2% | ? | -3.0% | -3.4%
Cc1cc(-c2ccccc2)nc(SC(C(=O)O)c2ccccc2)n1 (stereo not given) | 0.5% | 5.5% | -4.0% | 1.0% | / | -1.7% | 0.4%
CC(=O)c1ccc(NC(=O)C(C)OC(=O)c2ccc3c(c2)nc(C)n3-c2ccccc2)cc1 (stereo not given) | 15.7% | -18.9% | -2.8% | 0.0%[10 µM] | ? | ? | -3.3%
Cc1ncc(CO)c(C=O)c1O | -13.7% | 20.5% | 6.4%&10.1% | -9.3% | ? | / | 0.4%[39.9 µM]
O=S(=O)(NCC(c1cccnc1)N1CCN(c2ccc(F)cc2)CC1)c1ccc(F)cc1 (stereo not given) | 6.4% | -4.5% | 10.8%[38.3 µM] | 2.5%[10 µM] | ? | -11.8% | 3.4%
O=[N+]([O-])c1ccc2nc(NCCCO)nc(-c3ccccc3)c2c1 | 29.7% | -4.5% | -5.8% | -37.0%[10 µM] | 3.6% | -3.2% | 15.7%
O=C(Nc1cccc([N+](=O)[O-])c1)C12CC3CC(C1)CC(n1cnc([N+](=O)[O-])n1)(C3)C2 | -0.6% | -6.0% | 1.7%[38.3 µM] | 1.8% | 8.0% | -16.5% | -6.5%
CCN(CC1COc2ccccc2O1)S(=O)(=O)c1ccc(C)cc1 (stereo not given) | -19.7% | ? | 10.4% | 32.5%[10 µM] | ? | -39.4%[inhibitor] | -0.6%
O=S(=O)(Nc1ccc(N2CCOCC2)cc1)c1ccc(F)cc1F | 8.5% | -5.0% | 1.3% | -7.1% | -8.4%[46 µM] | 0.3% | 0.0%
CCN(CC)c1ccc2ccc(=O)oc2c1 | 10.8%[9.22 µM] | 23.2% | -3.6% | 20.0%[10 µM] | 3.5%[46 µM] | / | -4.7%
CCO/C=C1/C(=O)N(C)C(=O)c2cc(OC)ccc21 | 7.2% | 7.6% | 16.6%[38.3 µM] | 2.5% | 0.3% | 1.2% | -0.8%
Cc1cccc(-c2c3c(=O)n(C)c(=O)n(C)c3c3cccnn23)c1 | -22.8% | 5.6% | -1.3%[38.3 µM] | -17.9% | ? | 4.7% | -5.7%
CCCOc1ccccc1C(=O)N(Cc1ccco1)C1CCS(=O)(=O)C1 (stereo not given) | 3.5% | -0.8% | 3.9%[38.3 µM] | -20.9% | 6.2% | -20.4% | -3.9%
CC(c1ccco1)N(C(=O)c1ccccc1NS(=O)(=O)c1cccc([N+](=O)[O-])c1)c1ccccn1 (stereo not given) | ? | 7.1% | 9.9% | 23.8%[10 µM] | -14.9% | -11.1% | -1.7%
CN1CCN(C2=C(NS(=O)(=O)c3cccs3)C(=O)c3ccccc3C2=O)CC1 | 24.3%[9.22 µM] | 0.7% | / | 13.0%[10 µM] | / | / | /
COc1cccc2cc(C(=O)C3=C(O)C(=O)N(CCN(C)C)C3c3ccc(F)cc3)oc12 (stereo not given) | 11.5% | -1.2% | ? | 29.1% | -5.2% | 0.1% | -1.6%
O=S(=O)(c1ccccc1)c1nc(-c2ccco2)oc1N1CCCCCC1 | -1.4% | 1.0% | 16.8%[38.3 µM] | 20.4%[10 µM] | 23.0% | -21.4% | 3.0%
COc1ccc(C(=O)Nc2nc3c(s2)Cc2cc(OC)ccc2-3)cc1 | -10.9% | -18.4% | 0.4%[38.3 µM] | -16.7% | -1.9% | -37.6%&-55.0%[inhibitor] | -3.6%
Cc1cc(C)nc(Oc2ccc(Br)cc2Br)n1 | -20.2%[9.22 µM] | 7.2% | 0.7% | -12.4%[10 µM] | 0.9%[46 µM] | / | -0.4%
CCN1C(=O)/C(=C\c2cn(CCC#N)nc2-c2ccc(F)cc2)SC1=S | -22.4% | -4.0% | 8.9% | -12.2%[10 µM] | 12.7% | -4.3% | 1.1%
CCOC(=O)CSc1nc2c(c(=O)n(C)c(=O)n2C)n1Cc1ccccc1F | 12.3% | -6.1% | -4.8%[38.3 µM] | -7.9% | 1.5% | -4.4% | -5.0%
CCN(CC)S(=O)(=O)c1ccc(Cl)c(C(=O)Oc2cccnc2)c1 | 16.3% | 13.2% | 20.3%[38.3 µM] | -5.1% | 7.1% | 1.8% | 0.4%
Cc1cc(N)c2ccccc2[n+]1CCCCCCCCCCCCCC[n+]1c(C)cc(N)c2ccccc21 | / | -4.6% | 35.5%[activator] | -90.3%[inhibitor][1.9 µM] | ? | -83.6%[inhibitor] | -5.7%
COc1ccc(NC(=O)N2CCC(n3nnc4cc(C)ccc43)CC2)cc1 | -3.1% | 7.3% | 9.6% | -7.7%[1.9 µM] | -3.9% | -77.1%[inhibitor] | -5.5%
COc1ccc(CC(=O)O/N=C(\N)c2ccc(C)cc2)cc1 | 1.7%[9.22 µM] | ? | / | -12.7%[10 µM] | / | / | /
CCNC(=O)CN(CCc1ccccc1)S(=O)(=O)c1ccc(OC)cc1 | 8.3% | -1.1% | 29.2%[38.3 µM] | 6.6% | -11.8% | -16.6% | -2.2%
CN(C(=O)CSc1nnc(-c2ccco2)o1)C1CCCCC1 | -10.2% | 3.9% | 2.4%[38.3 µM] | -2.9%[10 µM] | 4.0% | 14.2% | -1.1%
O=C(O)C1(c2ccccc2)CCN(S(=O)(=O)c2cccs2)CC1 | 10.7% | 0.1% | -2.4% | / | / | -0.4% | -1.2%

# Whole records, looked up by structure:
# CCOC(=O)CSc1nc2c(c(=O)n(C)c(=O)n2C)n1Cc1ccccc1F across the screens: HTT aggregate: 12.3%; CBFb-RUNX1 inh: -6.1%; IMPase Li inh: -4.8%[38.3 µM]; HTT cytoprotect: -7.9%; Lamin A splicing: 1.5%; SMN2 splice up: -4.4%; Luc counter: -5.0%
# CCO/C=C1/C(=O)N(C)C(=O)c2cc(OC)ccc21 across the screens: HTT aggregate: 7.2%; CBFb-RUNX1 inh: 7.6%; IMPase Li inh: 16.6%[38.3 µM]; HTT cytoprotect: 2.5%; Lamin A splicing: 0.3%; SMN2 splice up: 1.2%; Luc counter: -0.8%
